Screens deposited in PubChem by Fisher Drug Discovery Resource Center.
mcGAS inh – cyclic GMP-AMP synthase inhibitors, mouse, primary biochemical chemiluminescence; recombinant cGAS, Kinase-Glo ATP depletion luminescence; inhibition, % at 12.5 µM; 160,000 compounds, 0.15% hits; AID 1259399, 2018; Q8C6L5;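 also: 0% = negative control wells and 100% = reference inhibitor with no enzyme activity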
hcGAS lum – Primary biochemical luminescence assay for human cyclic GMP-AMP synthase inhibitors; Q8N884; recombinant h-cGAS, ATP depletion, Kinase-Glo luminescence; inhibition, % at 12.5 µM; 290,000 compounds, 0.081% hits; AID 1259398, 2018;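 also: 0% = vehicle reaction and 100% = reaction without DNA for no activity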
Target sequence (Q8N884 whole entry, looked up): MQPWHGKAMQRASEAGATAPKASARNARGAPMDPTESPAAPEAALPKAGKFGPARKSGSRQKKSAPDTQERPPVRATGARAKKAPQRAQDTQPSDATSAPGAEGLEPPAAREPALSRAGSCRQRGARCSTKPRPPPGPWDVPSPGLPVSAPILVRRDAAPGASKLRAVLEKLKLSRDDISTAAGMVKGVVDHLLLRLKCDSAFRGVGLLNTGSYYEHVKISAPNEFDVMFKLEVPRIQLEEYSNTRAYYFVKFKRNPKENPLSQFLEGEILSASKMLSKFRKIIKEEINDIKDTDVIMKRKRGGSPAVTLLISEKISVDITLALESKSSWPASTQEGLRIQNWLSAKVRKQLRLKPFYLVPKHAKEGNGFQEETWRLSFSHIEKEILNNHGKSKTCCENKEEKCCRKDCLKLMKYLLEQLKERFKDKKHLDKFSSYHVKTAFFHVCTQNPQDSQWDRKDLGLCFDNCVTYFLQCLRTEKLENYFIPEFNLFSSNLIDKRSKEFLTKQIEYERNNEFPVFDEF
NPYLR7 ag – agonists of mosquito NPYLR7 receptor, primary screen, cell-based, Aedes aegypti, calcium fluorescence, mosquito biting behavior; HEK293T NPYLR7/Galpha15, GCaMP6s calcium fluorescence; activation, % at 10 µM; 270,000 compounds, 0.15% hits; AID 1259423, 2018; in the data active = activation above about 40%;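 also: 0% = vehicle and 100% = reference agonist at the receptor; some compounds past the cut are filed as inactive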
* marks the source's active call; other numbers are inactive results; · = no result given. Rule as the data show it, unless noted: active = inhibition above about 40%; inactive = the rest.

Compound	NPYLR7 ag	mcGAS inh	hcGAS lum
COc1ccc(-c2nc(COc3c(OC)cccc3C(N)=O)co2)cc1	0	-15	-13
CCC(CC)(CC(=O)Nc1ccc2nc(C(C)(C)C)[nH]c2c1)C(=O)O	4	-14	-6
C[C@@]1(O)CCN(Cc2cccs2)C[C@H]1N1CCCC1	·	-4	-15
CN1CCN(c2cc(C(F)(F)F)nc(SCc3ccc(C(=O)NCc4ccccn4)cc3)n2)CC1	12	-7	-12
O=C1C(SC2CCCC2)CCN1C1CC1 (stereo not given)	16	·	-11
COc1ccc(C(=O)N2CCN(c3ncccc3C(=O)NCc3ccc4c(c3)OCO4)CC2)cc1F	9	1	3
CCOC(=O)C1CCCN(C(=O)c2ccc(CSc3nc(N4CCN(Cc5ccc6c(c5)OCO6)CC4)cc(C(C)(C)C)n3)cc2)C1 (stereo not given)	7	-6	-12
CC1(c2ccc(C#N)cc2)NC(=O)N(CC(=O)C23CC4CC(CC(C4)C2)C3)C1=O (stereo not given)	7	·	-3
CC(C)Cc1ncc2c(n1)CN(C(=O)c1cnc3c(c1)ncn3C)C2	14	·	-5
Cc1cc(C)cc(NC(=O)c2cc3cc([N+](=O)[O-])ccc3oc2=O)c1	7	-7	-4
N#Cc1cc([N+](=O)[O-])ccc1NCCCN1CCOCC1	1	-1	-2
COCC(C)(C)NC(=O)CCN(C(=O)OC(C)(C)C)C(C)C	6	·	-16
Cc1ccc(C)c(CSc2nc3c(c(=O)n2-c2ccc([N+](=O)[O-])cc2)SCC3)c1	1	-11	-11
CCc1c(C)nc(-n2nc(C)cc2NC(=O)c2cc3ccccc3o2)[nH]c1=O	12	-8	-10
O=C(Nc1ccccc1F)c1ccc2c(=O)n3c(nc2c1)CCCCCC3	1	-1	2
CC(=O)c1ccc(Oc2cc(C)nc(C)n2)cc1	9	-5	-2
COc1ccccc1S(=O)(=O)Nc1ccc2c(c1)CN(C)C(=O)N2	-4	-9	-7
CCCC(CCC)C(=O)Nc1cc(-c2cn3cccnc3n2)ccc1C	8	·	-4
CC(NC(=O)CCc1nc2ccccc2s1)C1CC2CCC1C2 (stereo not given)	-22	·	-5
Nc1c(C(=O)c2cccc3ccccc23)ccc2c1C(=O)c1ccccc1C2=O	-3	-6	1
Cc1nc(-c2ccccc2)sc1C(=O)Nc1ccc(SCC(=O)N2CCCC2)nn1	-3	-7	-6
CCOc1ccc(-c2[nH]ncc2-c2nc(-c3cc(OC)c(OC)c(OC)c3)no2)cc1Cl	-1	-2	-1
CCSC1(SCC)N=C(N)C2(C#N)C(c3ccccc3)N=C(C)CC12C#N (stereo not given)	9	-4	-9
Cc1c(C(=O)NCc2cccs2)sc(=O)n1Cc1ccc(F)c(Cl)c1	17	·	-2
Cn1c(Nc2ccccc2)nc2cnc(Nc3cccc(O)c3)cc21	9	-7	-5
O=C(c1cccc(Nc2ccnc(N3CCN(c4ccccc4)CC3)n2)c1)N1CCCC(CO)C1 (stereo not given)	-2	·	0
N#Cc1c[nH]c(=O)c(C#N)c1Nc1ccccc1	1	1	-2
Cc1ccc(NC2CCCN(C(=O)c3cc4ccccc4o3)C2)cc1C (stereo not given)	-2	·	-10
COc1cccc(CN(C)CC(=O)NC(=O)Nc2ccc3c(c2)OCCO3)c1	2	·	6
C1CN(c2nc3nonc3nc2N2CCOCC2)CCO1	14	3	-3
CN(C)c1ccc(N)cc1CN(CC1CC1)C(=O)c1ccccc1Cl	-5	·	-5
CC1CN(C(C)(C)CNC(=O)C2CCN(S(=O)(=O)c3ccc4ccccc4c3)CC2)CC(C)O1 (stereo not given)	1	-7	-9
COc1ccc(C(=O)N(C)Cc2ccc(C)o2)cc1OC1CCN(C(C)=O)CC1	8	·	-3
Cc1ccc2cc(CCNC(=O)Cc3ccccc3)c(=O)[nH]c2c1C	4	·	5
Oc1ccc(Nc2nccc3[nH]c(-c4cccc(F)c4)cc23)cc1	7	1	6
COCc1c(C(=O)Nc2cccc3cccnc23)oc2ccccc12	1	-8	-6
O=C(NCc1noc(-c2ccco2)n1)c1cccc2ccnn12	8	-15	-6
CCCCCCCCC(=O)N1CCc2nc(Cc3cccc(F)c3)nc(N3CCOCC3)c2C1	-4	-3	-5
O=C(CCc1ccco1)N1CC2OCCN(Cc3ccccc3)C2C1 (stereo not given)	-5	·	-1
Cc1cccc(N2C(=O)c3cccc([N+](=O)[O-])c3C2=O)n1	7	·	-3
N#CCOc1ccccc1C1NC(=S)NC(c2ccccc2)=C1C(=O)c1ccccc1 (stereo not given)	9	·	0
Cc1ccc(Cl)cc1-n1c(SCc2ccccc2)nnc1C(C)NC(=O)Nc1cccc(Cl)c1 (stereo not given)	-2	0	0
CCCn1c(O)c(N=NC(=O)c2cc3ccccc3cc2O)c2ccccc21	-6	-7	-3
Clc1cccc2c3c([nH]c12)-c1nonc1CC3	0	·	-5
CN(C)c1ccc(NC(=O)C2CCC2)cc1CN(CC1CC1)C(=O)c1ccco1	-4	-8	-7
COC(=O)c1cc(Nc2cc(C)ccc2OC)c2cc(Cl)ccc2n1	-4	-4	-3
COc1cccc(Oc2cc(N3CCCC3)ncn2)c1	15	-7	-3
COc1ccccc1-c1ccc(N2CCC(C(=O)N3CCN(c4ccccc4OC)CC3)CC2)nn1	-12	-1	5
CCC(C(=O)OC)n1cnc2c(nnn2Cc2ccc(Cl)cc2)c1=O (stereo not given)	7	·	-3
CCCN(CCC)c1nc(NC(C)(C)C)nc(N2CCOCC2)n1	0	·	-5
OCCC1(NCc2cccc3cccnc23)CCOCC1	12	·	-8
COCCNC(=O)c1cc(NC(=O)c2cccc(Cl)c2)ccc1N1CCC(Cc2ccccc2)CC1	·	-6	-5
C/C=C(\C)CN1C[C@H](NS(=O)(=O)N(C)C)[C@@H](C(C)C)C1	·	-4	1
O=C1N(Cc2cccc(Cl)c2)C[C@@H]2C[C@@H](c3cccs3)N3CCC[C@@]123	12	-2	-7
Cc1cc2nc(-c3cccs3)cc(-c3nnc(SCc4ccc(F)cc4Cl)n3C)c2cc1C	1	0	5
CC1CCCC(NC(=O)c2cc3c(s2)CSC3)C1C (stereo not given)	9	·	-5
N#CC1=C(NC(=O)Cc2ccccc2)c2ccccc2CC12CCCCC2	2	-5	-1
Cc1cc(F)ccc1S(=O)(=O)N1CCC2(CC1)OCCN2S(=O)(=O)c1cccs1	-1	·	-4
CN(C)CCCN(C(=O)c1cccc2ccccc12)c1nc2c(F)cc(F)cc2s1	4	-7	-4
Cc1ccc(Cn2c(=O)c3c(nc4n(CCCN5CCOCC5)c(C)c(C)n34)n(C)c2=O)cc1	9	-7	-4

Some of the entries so far, with values under each structure:
Below each compound – NPYLR7 ag | mcGAS inh | hcGAS lum
CCCn1c(O)c(N=NC(=O)c2cc3ccccc3cc2O)c2ccccc21
 : -6 | -7 | -3
COc1ccc(-c2nc(COc3c(OC)cccc3C(N)=O)co2)cc1
 : 0 | -15 | -13
Cc1ccc(NC2CCCN(C(=O)c3cc4ccccc4o3)C2)cc1C (stereo not given)
 : -2 | · | -10
CC1CN(C(C)(C)CNC(=O)C2CCN(S(=O)(=O)c3ccc4ccccc4c3)CC2)CC(C)O1 (stereo not given)
 : 1 | -7 | -9

Remaining list, next part.
Compound	NPYLR7 ag	mcGAS inh	hcGAS lum
CC(C)=CCC/C(C)=C/CNC(=O)Nc1cc(Cl)ccc1Cl	-8	-4	-3
CC(C)Cc1ccc(CN2CCCC(NC(=O)C3CCN(Cc4ccco4)CC3)C2)cc1 (stereo not given)	5	·	-3
Cc1cc(C(=O)N2CCN(c3nc4c(F)cc(F)cc4s3)CC2)on1	8	-8	-6
O=C(CN1CCN(C(=O)c2ccccc2)CC1)Nc1ccccc1Cl	1	·	4
O=C(c1cccc(C(F)(F)F)c1)C1CCCN(Cc2cnc(N3CCOCC3)s2)C1 (stereo not given)	5	-6	2
COc1cccc(N2CC(c3nc4ccccc4n3CCOc3ccccc3OC)CC2=O)c1 (stereo not given)	0	-5	-6
O=C(O)CN1C(=O)/C(=C\c2cc(Br)ccc2OCc2ccc(Cl)cc2)SC1=S	-3	·	-3
CC(=O)N1CCC[C@H]1C(=O)N1CCC(Cc2cccc(C(=O)O)c2)CC1	5	·	-1
Cc1ccccc1-c1onc(C)c1C(=O)NCc1ccncc1	8	-5	-2
COc1cc(C2c3[nH]c4ccccc4c3CCN2Cc2ccco2)ccc1F (stereo not given)	5	·	-10
O=C(/C=C/c1cccnc1)NCCCCC1CCN(C(=O)c2ccccc2)CC1	6	-8	-5
CN(C)c1nc(-c2cc3cc(Cl)ccc3o2)cs1	5	-15	-4
Cc1ncc(CN2CCN(Cc3cccc(F)c3)CC2)n1C	12	·	0
CCOC(=O)C1=C(C)N=c2s/c(=C\c3cccs3)c(=O)n2C1c1cc(OC)ccc1OC (stereo not given)	4	0	-2
O=C(c1cn(C/C=C/c2ccccc2)nn1)N1CCCC1	4	-1	-2
Cc1noc(-c2ccc(C(C)(C)C)cc2)c1C(=O)NCCc1cnc[nH]1	1	-1	2
CC(C)(C)c1nc(CS(=O)(=O)Cc2cc(Cl)c3c(c2)OCCO3)no1	6	-10	-4
COc1ccc(N(CCC(N)=O)C(=O)CSc2ccc3c(c2)CCC3)cc1	7	·	-5
CCCCCNc1nc(C(C)C)c2c(c1C#N)CC(C)(C)OC2	1	-4	-11
COCCCN(Cc1c(-c2ccccc2)noc1N(C)C1CCCCC1)C(=O)c1cccc(OC)c1	3	-7	-6
O=C(O)c1ccccc1-n1c(-c2ccccc2)c[n+]2c1CCc1ccccc1-2	1	·	0
C=CCn1c(-c2ccccc2)csc1=NNc1ccc([N+](=O)[O-])cc1	4	·	-9
Cc1ccoc1C(=O)N1CCCC(NS(=O)(=O)c2ccccc2)C1 (stereo not given)	7	·	-7
COc1ccc(-c2c(NC(C)=O)n(C)c3ccccc3c2=O)cc1OC	-3	·	-3
O=C(NCc1cccc2ccccc12)NCc1nnnn1-c1ccccc1	-5	·	4
Cc1cccc(-n2ncc3c(=O)[nH]c(-n4nc(C)cc4NC(=O)c4ccc(C(F)(F)F)cc4)nc32)c1	·	-10	-8
CC(C)N(Cc1c(-c2ccc(F)cc2)noc1N1CCN(C)CC1)C(=O)c1cccc(F)c1	-6	0	3
Cc1ccc(C(=O)NCCN2CCCCCC2=O)s1	5	·	-11
COCCNC(=O)c1cc(N)ccc1N1CCCC1	6	-10	-4
CC(=O)N(CC(O)CN(C(C)=O)c1c(I)c(C(=O)NCC(O)CO)c(I)c(C(=O)NCC(O)CO)c1I)c1c(I)c(C(=O)NCC(O)CO)c(I)c(C(=O)NCC(O)CO)c1I (stereo not given)	2	-6	-9
C=CCNCc1nccn1Cc1cccc(Cl)c1	13	-1	0
Cc1nc2ccc(C(=O)N3CCc4nnc(CCc5ccccc5)n4CC3)cc2[nH]1	3	-12	-6
CC1CC2=Nc3ccccc3NC(C)C2C(=O)O1 (stereo not given)	7	·	-7
CCOc1ncccc1C(=O)N1CCOC(COCc2c(Cl)cccc2Cl)C1 (stereo not given)	21	·	-3
O=C(N[C@H](CO)CC1CCCCC1)c1cc(CN2CCC(O)CC2)on1	4	·	-2
COc1ccc2nc(-c3ccc(C)c(NC(=O)Nc4ccc(OC)c(OC)c4)c3)cn2n1	15	-9	-11
COc1cc(C)c(NC(=O)Cn2cnc3scc(-c4cccs4)c3c2=O)cc1OC	6	-9	-8
Cc1ccc(-n2cccc2/C=N\n2cnnc2)cc1Cl	-5	-8	-6
Cc1cc2c(C)nc(N3CCC(N4CCOc5ccccc5C4)CC3)nc2cc1F	30	-12	-12
COc1cc(C2=CC(=O)OC2CC(=O)O)c(OC)c(O)c1-c1ccc(O)cc1 (stereo not given)	-5	-7	-3
Cc1c(C(C)NC(=O)CCc2cccs2)cnn1-c1ccccn1 (stereo not given)	8	·	-6
CCn1c(=O)c2c(nc3n(-c4ccc(S(N)(=O)=O)cc4)c(C)cn23)n(C)c1=O	14	-5	-5
COc1ccc(OC)c(COCC(O)CNC(C)C)c1 (stereo not given)	-1	-1	1
Cc1cccc(N2C(=O)CSC2c2ccc(NC(=O)c3ccc(Cl)cc3Cl)cc2)c1 (stereo not given)	·	-10	-13
CCOCc1cn(CC(=O)c2ccccc2)c(C)nc1=N	5	-7	-12
Cc1cc(NC(=O)COC(=O)c2c(C)noc2N)ccc1N1CCCC1	-1	·	6
COCCN(Cc1ccc(OS(C)(=O)=O)cc1)C(=O)Nc1cccc(Br)c1	-2	-5	-9
CC(C)COc1nc(-c2ccc(C(F)(F)F)cc2)n(-c2ccc(NC(=O)Nc3ccc(F)cc3F)cc2)n1	21	-5	-8

Record cards, from the list above. Order of screens: NPYLR7 ag | mcGAS inh | hcGAS lum
Cc1cc(F)ccc1S(=O)(=O)N1CCC2(CC1)OCCN2S(=O)(=O)c1cccs1 is listed as -1 | · | -4
COc1ccccc1-c1ccc(N2CCC(C(=O)N3CCN(c4ccccc4OC)CC3)CC2)nn1 is listed as -12 | -1 | 5
COc1cc(C2=CC(=O)OC2CC(=O)O)c(OC)c(O)c1-c1ccc(O)cc1 (stereo not given) is listed as -5 | -7 | -3

Rows were taken by chance. About 0.26% of those tested had a hit in this group.
